# Assay outcomes deposited in PubChem BioAssay by several laboratories.
# KOR beta-arrestin-1: kappa opioid receptor activators – cell-based, luminescence, uHTS, primary screen (AID 1777) | 280,000 compounds, 0.02% hits | KOR beta-arrestin recruitment, luminescence; higher % means a stronger effect | activation, % at 10 µM; hits with a dose series show EC50 in µM; in the data active = activation above about 50%, passing the limit was not always enough; also: a part of the inactive calls stands beside numbers as strong as those of hits
# T cell modulator: T cell immune modulation candidate. 2C CD8+ T cell-vesicle binding, flow cytometry; hits give low values. calls only at 7 µM. 330,000 compounds, 0.068% hits;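 active = response, share of CD8 T cells binding vesicles, and their 90th percentile fluorescence all below set limits, cut at about 80% in these data, passing the limit was not always enough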
#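 incubation = binding step 1.5 h, 37 °C, antibody labelling 20 min, ice | test system = 2C mouse CD8+ T cells | read-out basis = percent CD8+ FL2 mean versus row control | controls = Peptide-free naked vesicles (low) and QL9 vesicles with 0.7% DMSO vehicle (high) | detection = flow cytometry of vesicle-bound cells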
# KOR beta-arrestin-2: KOR antagonists, beta-arrestin recruitment, cell-based, luminescence, uHTS (AID 1778) | KOR beta-arrestin recruitment, luminescence, antagonist mode; higher % means a stronger effect | inhibition, % at 10 µM, or IC50 in µM where a hit was titrated | 290,000 compounds, 0.091% hits; also: strong numbers were not always called active
# NTR1 agonist: NTR1-driven beta-arrestin-GFP spot formation – imaging, U2OS cells, high content, primary screen (AID 493036) | P30989 | agonist mode | activation, % at 20 µM | 330,000 compounds, 0.17% hits;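 active = activation at or above 40% of the spot to cytoplasm intensity ratio, with at least 20 cells analyzed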;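 also: 0% = DMSO without peptide and 100% = 100 nM NTR1 peptide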
# Target sequence (P30989 whole entry, looked up): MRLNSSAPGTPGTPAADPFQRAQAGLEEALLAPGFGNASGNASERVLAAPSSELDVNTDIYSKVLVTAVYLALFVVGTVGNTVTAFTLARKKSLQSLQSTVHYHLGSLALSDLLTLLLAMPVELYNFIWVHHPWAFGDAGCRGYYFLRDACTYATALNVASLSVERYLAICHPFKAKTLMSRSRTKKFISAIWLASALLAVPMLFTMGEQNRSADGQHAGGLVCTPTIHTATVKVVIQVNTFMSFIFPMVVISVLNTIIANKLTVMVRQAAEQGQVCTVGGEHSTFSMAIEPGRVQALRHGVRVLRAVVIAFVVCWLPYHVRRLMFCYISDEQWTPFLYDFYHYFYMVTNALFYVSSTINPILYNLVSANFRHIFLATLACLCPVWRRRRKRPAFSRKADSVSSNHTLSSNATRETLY
# NOD1 inhibition: inhibition of NOD1-driven NF-kB reporter – cell-based, luminescence, uHTS, primary screen (AID 1578); NOD1-driven NF-kB luciferase reporter cells, luminescence; higher % means a stronger effect; inhibition, % at 4 µM; hits with a dose series show EC50 in µM; 290,000 compounds, 1% hits; in the data active = inhibition mostly above about 36%, no sharp cut-off; inactive = mostly below about 34%;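 also: HEK-293T reporter cells stimulated with the NOD1 agonist gamma-tri-DAP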
# HEK293 NOD2/NF-kB: NOD2 signaling inhibitors, cell-based, luminescence, uHTS, HEK293 (AID 1566). HEK293 NOD2/NF-kB luciferase reporter, luminescence; higher % means a stronger effect. inhibition, % at 4 µM, or EC50 in µM where a hit was titrated. 290,000 compounds, 0.63% hits; also: many of its hits are not listed in these tables
# Myeloid diff MLP: promotes myeloid progenitor differentiation | ER-HoxA9 myeloid progenitors, lysozyme-GFP differentiation, flow cytometry | calls only at 10 µM | 360,000 compounds, 1% hits | AID 624256;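 active = normalized GFP-positive differentiation at or above the plate's own cutoff, the solvent-only control mean plus 3 SD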;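 also: cells exposed to compound for four days before flow analysis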
# GPR55 antagonists: inhibition of LPI-stimulated GPR55 beta-arrestin translocation – imaging, U2OS, beta-arrestin-GFP, LPI agonist, primary screen (AID 2013). inhibition, % at 10 µM, or IC50 in µM where a hit was titrated. U2OS GPR55 beta-arrestin-GFP translocation imaging, LPI antagonism; higher % means a stronger effect. 290,000 compounds, 0.13% hits;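 active = spots per cell inhibited over 60%, with over 100 cells counted and total cytoplasm intensity under 500,000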;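 also: U2OS cells stably carrying GPR55 and arrestin-GFP stimulated by 5 µM LPI near EC80; imaged beta-arrestin-GFP aggregate spots per cell after agonist stimulation; plate controls were LPI-stimulated DMSO wells for no effect and DMSO wells without LPI for full effect; some results filed as inactive read as strong as hits; confirmed hits need IC50 under 10 µM and bright autofluorescent wells are also inconclusive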
# GPR55 activation: GPR55 agonists via beta-arrestin recruitment, primary screen, imaging, U2OS cells, beta-arrestin-GFP redistribution (AID 1961); U2OS GPR55 beta-arrestin-GFP redistribution imaging; higher % means a stronger effect; one-dose activation, % at 10 µM; EC50 in µM for titrated hits; 290,000 compounds, 0.048% hits;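 active = activation above 40% with more than 50 cells counted in the well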;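 also: U2OS osteosarcoma cells stably expressing GPR55 and beta-arrestin-GFP; plate controls were DMSO negative control for no effect and LPI positive control for full effect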
# T cell modulator vesicle-bound %: also measured in T cell modulator; calls as there; double positive events, %; measured here: CD8+ vesicle-bound cell fraction;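 binding gate set so that unloaded-vesicle control wells show 10% double positive cells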
# NTR1 agonist cell count 20 µM: also measured in NTR1 agonist; calls as there; cell count; measured here: cell count, cytotoxicity flag
# Myeloid diff MLP GFP+ MAC1+ %: recorded beside Myeloid diff MLP, whose call it bears; GFP+ MAC1+ double positive, %; measured here: differentiation confirmed by MAC1 staining
# The depositor's hits bear a star; i = inactive; x = not tested or not shown; [ ] = remark or other dose. Rule as the data show it, unless noted: active = inhibition above about 50%; inactive = the rest. Some of the compounds tested; count on the stated rates, not on these rows.
entry	molecule	KOR beta-arrestin-2	GPR55 activation	NTR1 agonist	T cell modulator vesicle-bound %	KOR beta-arrestin-1	NOD1 inhibition
1	CCCCCc1c(C)c(C#N)c2nc3ccccc3n2c1-n1ccnc1C	-69%	-0.2%	3.0	27	6.0%	16%
2	CCOc1ccc(CC(=O)OCc2cc(=O)n3cc(Br)ccc3n2)cc1	8%	0.1%	2.6	56	-0.5%	-24%
3	Cc1cc(C)cc(NC(=O)CCCn2nc(C)c3c(C)n(-c4ccccc4)nc3c2=O)c1	-1%	-0.2%	-0.9	14	-3.1%	-14%
4	CC(C)(C)c1ccc(OCC(O)CN(CCO)CC(O)Cn2ccc3ccccc32)cc1 (stereo unspecified)	10%	0.9%	13	53	-1.2%	0%
5	Cc1cc(CN(C)C(=O)c2ccc(OC3CCN(Cc4ccccn4)CC3)cc2)on1	2%	-0.1%	1.3	36	-3.0%	-17%
6	Cc1ccc(C2=CC(c3ccc(N(C)C)cc3)n3nnnc3N2)cc1 (stereo unspecified)	-2%	-0.1%	-0.9	22	3.1%	-1%
7	Cc1ccccc1C(=O)Nc1nnc(-c2ccncc2)o1	12%[20 µM]	-0.1%	-0.6	42	-4.7%	-36%
8	O=C(COC(=O)c1ccco1)NCc1cccs1	23%	-0.2%	-0.7	41	-2.7%	-17%
9	Cc1nc(N2CCOCC2)nc(Oc2ccccc2)c1[N+](=O)[O-]	15%	-0.2%	2.4	36	-1.4%	-4%
10	c1ccc(-c2cnc(-c3cccnc3)o2)cc1	-19%	-0.3%	0.8	47	-1.3%	-17%
11	COc1ccc(NC(=O)COC(=O)/C=C/C(=O)OCC(=O)Nc2ccc(OC)c(Cl)c2)cc1Cl	13%	-0.3%	10	41	1.9%	x
12	CCN(CC1COc2ccccc2O1)C(=S)Nc1ccccc1 (stereo unspecified)	-5%	-0.1%	1.6	49	0.5%	-28%
13	CC(=O)N1CCSc2ccc(S(=O)(=O)Nc3ccc(C)cc3)cc21	3%	-0.1%	-0.6	24	6.9%	18%
14	Cc1cc(C)nc(/N=C(\N)Nc2ccc([N+](=O)[O-])cc2)n1	-11%	0.1%	0.6	54	1.5%	-31%
15	CC(Oc1ccc(Br)cc1)C(=O)Nn1c(=S)[nH]c2ncccc2c1=O (stereo unspecified)	15%	0.1%	-0.3	25	-4.7%	-9%

entry	Myeloid diff MLP	HEK293 NOD2/NF-kB	NTR1 agonist cell count 20 µM	T cell modulator	Myeloid diff MLP GFP+ MAC1+ %	GPR55 antagonists
1	i	-2%	68	i	0.8	-15%
2	i	9%	52	i	0.7	-10%
3	i	-1%	64	i	1.6	8%
4	i	18%	72	i	0.0	0%
5	i	5%	46	i	1.0	15%
6	i	16%	54	i	0.9	-4%
7	i	-11%	61	i	0.4	4%
8	i	0%	53	i	0.9	3%
9	i	16%	59	i	0.1	-5%
10	i	-37%	54	i	1.2	-25%
11	i	x	47	i	0.6	-8%
12	i	-5%	59	i	1.3	13%
13	i	23%	58	i	2.3	-8%
14	i	-18%	58	i	0.0	6%
15	x	6%	79	i	x	16%

# More results:
entry	molecule	KOR beta-arrestin-2	GPR55 activation	NTR1 agonist	T cell modulator vesicle-bound %	KOR beta-arrestin-1	NOD1 inhibition
16	O=C(Nc1nnc(CSCc2ccccc2F)s1)c1cccc([N+](=O)[O-])c1	20%	-0.2%	1.7	60	-4.5%	-30%
17	CCOc1ccccc1NC(=O)CN1CCC(C(=O)c2ccc(F)cc2)CC1	-47%	0.0%	7.7	35	-0.8%	-9%
18	Cc1cccc(Nc2nc(N)nc(CN3CCN(c4ccccc4)CC3)n2)c1	-22%	0.7%	3.7	33	x	-1%
19	CN1CCN(C(=O)CCc2nc(-c3ccc(Cl)cc3)no2)CC1	13%[20 µM]	0.2%	-0.9	51	-6.1%	-37%
20	COc1cc(C2C(C(=O)c3ccc(C)o3)=C(O)C(=O)N2CCc2ccccc2)ccc1O (stereo unspecified)	3%	-0.1%	0.4	22	1.1%	-24%
21	O=C1CC(c2ccc(F)cc2)SC(N(c2ccccc2)c2ccccc2)=N1 (stereo unspecified)	2%	-0.4%	6.4	44	10%	-22%
22	Cn1ncc(Br)c1C(=O)NC1CCCC1	-2%	0.0%	0.1	14	-2.1%	9%
23	CSc1ccccc1NC(=O)N1CCC(CO)(CC2CCCCO2)CC1 (stereo unspecified)	-29%[20 µM]	0.2%	0.0	46	x	-21%
24	Cc1ccc(S(=O)(=O)n2nc(OC(=O)c3ccccc3C)cc2N)cc1	-9%	0.2%	1.1	32	0.7%	-4%
25	O=C(NC1(C(F)(F)F)NC(=O)N(C2CCCCC2)C1=O)c1ccco1 (stereo unspecified)	13%	0.4%	0.3	3	-4.1%	-9%
26	O=C(/C=C/c1ccco1)N(Cc1ccc(F)cc1)C1CCS(=O)(=O)C1 (stereo unspecified)	-6%	0.0%	1.2	23	1.8%	-14%
27	O=C(NCCN1CCOCC1)c1ccc(CSc2nc3ccncc3n2Cc2ccc(F)cc2)cc1	19%	-0.6%	-0.3	55	2.6%	-23%
28	CCCCN(C)CCC(=O)Nc1ccc(Cl)cc1	20%	-0.1%	-0.1	61	-2.0%	-50%
29	O=C(NCCc1ccccc1)c1n[nH]c2ccccc12	-2%	0.1%	-1.6	43	0.3%	12%
30	CCN(CC(=O)Nc1ccccc1OC)CC(=O)Nc1c(Cl)ccc(C)c1Cl	-26%	0.0%	-1.0	40	7.1%	-8%

entry	Myeloid diff MLP	HEK293 NOD2/NF-kB	NTR1 agonist cell count 20 µM	T cell modulator	Myeloid diff MLP GFP+ MAC1+ %	GPR55 antagonists
16	i	21%	99	i	0.5	16%
17	i	20%	52	i	0.6	13%
18	i	12%	72	i	0.6	-9%
19	i	-10%	60	i	0.1	-29%
20	i	12%	56	i	1.7	25%
21	i	-2%	44	i	0.5	8%
22	i	12%	62	i	1.1	16%
23	x	14%	58	i	x	-2%
24	i	11%	45	i	0.3	6%
25	i	-4%	24	i	0.3	27%
26	i	-12%	53	i	0.6	-2%
27	i	16%	83	i	0.5	-2%
28	i	6%	78	i	0.5	18%
29	i	-63%	94	i	0.0	0%
30	i	-3%	67	i	0.2	-1%

# Other results follow:
entry	molecule	KOR beta-arrestin-2	GPR55 activation	NTR1 agonist	T cell modulator vesicle-bound %	KOR beta-arrestin-1	NOD1 inhibition
31	Cn1ncc([N+](=O)[O-])c1C(=O)Nc1cccc(Cl)c1	-14%[20 µM]	0.4%	x	51	x	x
32	CSc1ccc(Cl)c(C(=O)Nc2ccc(Cl)cn2)c1	-73%[20 µM]	0.1%	4.3	48	0.9%	-15%
33	CCNC(=S)NN(c1ccccc1)c1ccccc1	22%	-0.2%	-0.6	19	1.4%	-6%
34	Cc1c(C)c2ccc(OCC(=O)NCCCn3ccnc3)cc2oc1=O	-27%	-0.2%	-0.1	14	-4.4%	-21%
35	COCCOC(=O)C1=C(C)NC(=O)N(C(C)=O)C1c1ccc(Cl)cc1 (stereo unspecified)	-10%	-0.1%	1.2	22	0.3%	8%
36	CCOC(=O)C1=C(c2ccccc2)N=C2SCC(=O)N2C1c1ccc(OC)c(OC)c1 (stereo unspecified)	18%	-0.1%	-0.5	12	-4.3%	-13%
37	CCCOc1ccc(S(=O)(=O)NCc2ccc(OC)cc2)cc1	-16%	-0.2%	0.3	42	2.1%	51%

entry	Myeloid diff MLP	HEK293 NOD2/NF-kB	NTR1 agonist cell count 20 µM	T cell modulator	Myeloid diff MLP GFP+ MAC1+ %	GPR55 antagonists
31	i	x	x	i	0.8	2%
32	x	-20%	61	i	x	11%
33	i	4%	53	i	0.3	0%
34	i	-6%	61	i	0.0	6%
35	i	5%	43	i	8.8	32%
36	i	-14%	40	i	0.6	-4%
37	i	26%	66	i	0.1	-13%
